Kir21 inh: blocks the mouse Kir2.1 inward-rectifier potassium channel; P35561; HEK293-Kir2.1, FluxOR thallium flux fluorescence; hits give low values; B-score at 10 µM; 0.85% of 310,000 active;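 active = fluorescence ratio B-score at or below minus 3 SD of library scores, with starting-brightness B-score within 2 SD, cut at about -4.2 in these data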;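 also: channel flux triggered by added potassium and thallium sulfate stimulus; B-score of peak minus minimum fluorescence over baseline after thallium stimulus; more negative B-score means stronger Kir2.1 block with less thallium influx; some compounds called inactive have numbers as strong as hits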
Target sequence (P35561 whole entry, looked up): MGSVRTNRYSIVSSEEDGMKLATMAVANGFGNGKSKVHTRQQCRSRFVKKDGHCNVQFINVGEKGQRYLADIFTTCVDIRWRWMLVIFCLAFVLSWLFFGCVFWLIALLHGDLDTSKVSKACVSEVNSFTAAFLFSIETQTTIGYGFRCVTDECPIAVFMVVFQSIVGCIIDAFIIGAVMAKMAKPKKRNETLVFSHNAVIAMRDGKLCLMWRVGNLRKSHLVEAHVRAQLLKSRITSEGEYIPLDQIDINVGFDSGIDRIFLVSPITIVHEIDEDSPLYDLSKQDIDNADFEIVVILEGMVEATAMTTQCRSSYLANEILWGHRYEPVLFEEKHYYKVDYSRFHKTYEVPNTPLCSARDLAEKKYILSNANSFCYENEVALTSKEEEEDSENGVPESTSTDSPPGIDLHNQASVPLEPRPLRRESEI
KCNQ2 block: KCNQ2 channel blockers in CHO-K1 cells – cell-based, FluxOR thallium flux, B-score, primary screen (AID 2156); 1.1% of 310,000 active; 20 min; hits give low values; B-score at 10 µM; O88943;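 active = fluorescence ratio B-score at most minus 3 library SDs, with starting brightness B-score within 2 library SDs, cut at about -5.5 in these data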
Starred values were filed as active, the others as inactive; i = inactive.

SMILES	Kir21 inh	KCNQ2 block
CCCCn1c(N)c(N(CCOC)C(=O)COC(=O)c2ccccc2OCC)c(=O)[nH]c1=O	-0.67	i
CCN(CC)CCNC(=O)c1ccc(NS(=O)(=O)c2ccc3c(c2)OCCO3)cc1	0.82	i
C=C(C)c1cccc(C(C)(C)NC(=O)Nc2ccccc2OCC)c1	0.63	i
C/C(N)=C(/C#N)C(=O)COC(=O)CNC(=O)c1ccc(Cl)cc1Cl	-0.86	i
CCOc1cc(C(=O)Nc2ncccn2)cc(OCC)c1OCC	-0.3	i
CCOC(=O)C1=C(CSc2nc(C)cc(C)c2C#N)OC(N)=C(C#N)C1c1ccccc1 (stereo unspecified)	1.6	i
COc1ccc(Cn2nnnc2C(c2cc3cc(C)cc(C)c3[nH]c2=O)N2CCOCC2)cc1 (stereo unspecified)	0.1	-6.7*
O=C(Nc1cccc(Br)c1)/C(=C\c1cccnc1)NC(=O)c1ccco1	0.19	i
CC(=O)OC(C(=O)NCc1ccco1)c1cccnc1 (stereo unspecified)	1.1	i
O=C(C1=C[C@@H](C2CCCCC2)C[C@@H](OCCCCO)O1)N1CCN(Cc2ccccc2)CC1	-1.4	-5.7*
COc1ccc(OCCSc2nnc(CC(=O)Nc3cccc(Cl)c3Cl)n2C)cc1	0.56	-8.1*
Nc1nc2c(ccc3ccccc32)s1	3.1	i
O=C(CCc1nnc(CCc2ccccc2)o1)N1CCCC1c1nccs1 (stereo unspecified)	1.1	i
COc1ccc(C2CC(c3cccs3)=NN2C(=O)CSc2nc3c(cnn3-c3ccccc3)c(=O)[nH]2)cc1 (stereo unspecified)	0.61	i
CC(=O)CCc1ccc(OCC(O)CNCCOc2ccc(C)cc2)cc1 (stereo unspecified)	-0.32	i
NC(=S)N=Nc1c(O)[nH]c2cc(F)c(F)cc12	-0.82	i
CCOC(=O)Cc1csc(NC(=O)COc2ccc(C)c(C)c2)n1	-0.23	i
O=C(Cc1ccc(-c2ccccc2)cc1)Nc1ccccn1	1.7	i
Cc1ccc(N(C(=O)CNC(=O)c2ccco2)C(C(=O)NCC2CCCO2)c2ccccc2)cc1 (stereo unspecified)	-1.3	i
Cc1ccc(NC(=O)C2CCN(S(=O)(=O)c3c(C)n[nH]c3C)CC2)c(C)c1	0.61	i

Complete entries as entered above. Screens in order: Kir21 inh | KCNQ2 block
Profile of CCOC(=O)Cc1csc(NC(=O)COc2ccc(C)c(C)c2)n1 = -0.23 | i
Profile of NC(=S)N=Nc1c(O)[nH]c2cc(F)c(F)cc12 = -0.82 | i
Profile of COc1ccc(C2CC(c3cccs3)=NN2C(=O)CSc2nc3c(cnn3-c3ccccc3)c(=O)[nH]2)cc1 (stereo unspecified) = 0.61 | i
Profile of COc1ccc(OCCSc2nnc(CC(=O)Nc3cccc(Cl)c3Cl)n2C)cc1 = 0.56 | -8.1*
Profile of O=C(Cc1ccc(-c2ccccc2)cc1)Nc1ccccn1 = 1.7 | i

Look-ups from above.
Reading of CC(=O)CCc1ccc(OCC(O)CNCCOc2ccc(C)cc2)cc1 (stereo unspecified) under Kir21 inh: -0.32
Reading of COc1ccc(OCCSc2nnc(CC(=O)Nc3cccc(Cl)c3Cl)n2C)cc1 under Kir21 inh: 0.56
Reading of NC(=S)N=Nc1c(O)[nH]c2cc(F)c(F)cc12 under Kir21 inh: -0.82
Reading of Cc1ccc(NC(=O)C2CCN(S(=O)(=O)c3c(C)n[nH]c3C)CC2)c(C)c1 under Kir21 inh: 0.61

Next records follow.
SMILES	Kir21 inh	KCNQ2 block
COc1ccc(NC(=O)CC2C(=O)N(C)C(=S)N2Cc2ccco2)cc1 (stereo unspecified)	0.73	i
Cc1cccc(C)c1NC(=O)CN1C(=O)S/C(=C\c2cccn2C)C1=O	-0.92	i
CC(=O)C1C(=O)C=C(c2ccco2)CC1c1ccccc1 (stereo unspecified)	0.21	i
Cc1ccn(S(=O)(=O)c2ccc(N3CCCC3=O)cc2)n1	1.2	i
CCOc1ccc(-c2nc(CSCC(=O)NCCCN3CCCC3=O)c(C)o2)cc1	0.39	i
Cc1cccc(/N=C/c2sc3ccccc3c2O)n1	0.49	i
CCCOC1CCCN(C(=O)CCc2nnc(Cc3cccc(C)c3)o2)C1 (stereo unspecified)	0.13	i
CC(=O)Nc1ccc(OC(F)(F)C(F)C(F)(F)F)c(NC(C)=O)c1 (stereo unspecified)	-0.12	i
COc1ccc(-c2nc(CS(=O)CC(=O)NCc3cccnc3)c(C)o2)cc1 (stereo unspecified)	-1.7	i
Cc1c(C(=O)N2CCCCC2)c(S(=O)(=O)N(C)Cc2ccccc2)c(C)n1C	1	i
Cc1nn(Cc2ccc(C(=O)NN)o2)c(C)c1Cl	0.22	i
CCc1ccccc1N1C(=O)c2cccc3c(N4CCOCC4)c([N+](=O)[O-])cc(c23)C1=O	2.1	i
Fc1cc2[nH]c(=S)[nH]c2c(Br)c1N1CCSCC1	-0.73	i
CCOC(=O)CC(=O)CSc1nc(C)cc(-c2cccnc2)c1C#N	-1.1	i
O=C1CCC2=C(CCCC2=O)N1	0.55	i
Cc1oc2c(CN(C)C)c(O)ccc2c(=O)c1-c1ccc2ccccc2n1	-1.9	i
O=C(CSc1ccc2ccccc2n1)Nc1ccc(N2CCOCC2)cc1	-0.3	i
Nc1cc(=O)[nH]c(SCCSc2cc(Cl)ccc2Cl)n1	-0.26	i
O=C1c2ccccc2C(=O)C1c1ccc2ccccc2n1	1	i
COc1ccc(-n2nc(C(=O)NCC(=O)NCCCN3CCN(C)CC3)c3ccccc3c2=O)cc1	0.45	i

Grouped by structure, the compounds so far containing bromine
SMILES	Kir21 inh	KCNQ2 block
O=C(Nc1cccc(Br)c1)/C(=C\c1cccnc1)NC(=O)c1ccco1	0.19	i
Fc1cc2[nH]c(=S)[nH]c2c(Br)c1N1CCSCC1	-0.73	i

(more compounds)
SMILES	Kir21 inh	KCNQ2 block
CC(C)(C)OC(=O)N1CCC(C(=O)N[C@@H](Cc2ccccc2)C(=O)O)CC1	0	i
CC12CCC(=O)N1C(C(=O)NNC(=O)COc1ccc(Br)cc1)CS2 (stereo unspecified)	1.1	i
COc1cccc(NC(=O)CSC2=NN3CCCC(=O)N=C3S2)c1	-0.99	i
CCn1c(C)[n+](CCCS(=O)(=O)[O-])c2cc(Cl)c(Cl)cc21	-0.4	i
Cc1ccc(-c2csc3ncnc(-n4nnc5ccccc54)c23)cc1	-1.6	i
CC(Sc1ccc2nnc(-c3ccc(F)cc3)n2n1)C(=O)O (stereo unspecified)	3.3	i
CC1CCCC(C)N1C(=O)Cc1ccccc1 (stereo unspecified)	-0.37	i
COc1cccc(Nc2nc3ccccc3nc2NS(=O)(=O)c2ccc(NC(C)=O)cc2)c1	-1.4	i
Cn1c(NCc2ccc(Cl)cc2)nc2ccccc21	-9.6*	i
COc1cccc(/C=N\NC(=O)c2ccc(Cn3cc(Br)c([N+](=O)[O-])n3)o2)c1O	-0.6	i
CCN1CCN(c2cc(N3CCN(C(=O)c4ccco4)CC3)c3c4c(onc24)-c2ccccc2C3=O)CC1	-1.9	i
O=C1CCc2cc(S(=O)(=O)Nc3ccccc3F)cc3c2N1CCC3	-1	i
Cc1ccc(OCC(=O)N[C@@H](C)c2nnc3ccccn23)cc1C	-1.3	i
COc1ccc(N(CC(=O)NC(C)(C)C)C(=O)CCC(=O)Nc2nccs2)cc1	-0.04	i
Nc1cc(OC(=O)c2ccc(F)cc2)nn1S(=O)(=O)c1ccccc1	-0.49	i
O=C(CC1Oc2ccccc2NC1=O)NCc1ccc(Cl)cc1 (stereo unspecified)	-0.41	i
O=C(NCC1CCCO1)C(c1ccc(F)cc1)N(Cc1ccc2c(c1)OCO2)C(=O)c1ccc(CN2CCOCC2)o1 (stereo unspecified)	1.7	i
O=C(NCc1ccccc1)C12CN(Cc3ccccc3)CC1C(c1ccc([N+](=O)[O-])cc1)=NO2 (stereo unspecified)	-1.5	i
COc1ccc(/C=N/NC(=S)N[C@H]2CC3CCC2C3)cc1 (stereo partly specified)	0.44	i
O=C(CSc1ccc(-c2ccc(F)cc2)nn1)NC1CCCCC1	0.34	i
O=C(c1cc2cc(Cl)ccc2[nH]1)N1CCN(C(=O)c2ccco2)CC1	-1	i
O=c1c2ccccc2nc(N/N=C/c2ccccc2)n1O	-0.63	i
COc1ccc(NS(=O)(=O)c2ccc(S(=O)(=O)N3CCCC3)cc2)cc1Cl	-2.3	i
COCN(C#N)c1nc(N(C)C)nc(N(C)C)n1	0.95	i
COc1ccc(OC)c(C2CC(=O)N3CN(c4ccccc4F)CSC3=C2C#N)c1 (stereo unspecified)	-1.7	i
CCOC(=O)C1(Cc2cccc(OC)c2)CCN(Cc2ccon2)CC1	0.1	i
CCCCC1=CC2=C(c3ccco3)C(=O)C(C)(OC(=O)c3ccc(OC)cc3)C(=O)C2=CN1CCN1CCOCC1 (stereo unspecified)	0.66	i
CC(C)c1ccc(N(C(=O)c2snc(C(N)=O)c2N)C(C(=O)NC2CCCC2)c2ccncc2)cc1 (stereo unspecified)	1.7	i
Cc1nn(Cc2ccc(Cl)cc2)c(C)c1NC(=O)CSc1n[nH]c(C)c1[N+](=O)[O-]	0	i
CC(=NC(C)C)C1=C(O)CCC1=O	0.76	i
CCNc1ccc(Br)cc(C(=O)/C=C/c2ccc(Cl)cc2Cl)c1=O	-2.1	-5.8*
O=C(C(=O)N1CCN(Cc2ccc3c(c2)OCO3)CC1)c1c[nH]c2ccccc12	-0.89	i
Cc1nn(Cc2ccc(C(=O)Nc3nc4c(C)cccc4s3)o2)c(C)c1Br	-0.1	i
CC(=O)c1c(C)nc(-c2ccccc2)n1O	2.1	i
O=C(Oc1coc(CSc2ncccn2)cc1=O)c1ccco1	-0.32	i
COc1ccc(N2CCN(C(=O)c3ccccc3NC(=O)c3ccccc3)CC2)cc1	0.11	i
O=C(CSc1nc2c(c(=O)[nH]1)CCCC2)Nc1ccc(Cl)cc1F	0.84	i
CCN(CC)S(=O)(=O)c1cc([N+](=O)[O-])ccc1NNC(=O)Nc1ccccc1	-1.3	i
CCc1cccc(NC(=O)CC2Oc3ccccc3NC2=O)c1 (stereo unspecified)	0.19	i
CCC(=O)Nc1cccc(C2=NOC3(C2)C[C@@H](C(N)=O)N(C(=O)COc2ccc(Cl)cc2)C3)c1 (stereo partly specified)	-2.1	i

Next structures
Every second line gives: Kir21 inh | KCNQ2 block
COc1cc2nc(SCc3ccc(C(F)(F)F)cc3)n(Cc3cccs3)c(=N)c2cc1OC
    0.14 | i
O=C(NNc1nc(-c2ccccc2)cs1)c1ccc(F)cc1
    0.22 | i
NC(=S)N/N=C1\CCSc2ccc(Cl)cc21
    0.19 | i
O=C(COc1ccccc1)Nc1ccc(S(=O)(=O)N2CCCC2)cc1
    0.01 | i
COc1cccc(-c2nc3c(c(=O)[nH]c(=O)n3Cc3ccccc3)n2CCO)c1OC(F)F
    1.1 | i
CCOC(=O)C1CCN(C(=O)c2ccc(OCC)c(OCC)c2)CC1
    0.52 | i
COC(=O)c1cc(=O)c2cccc(OC)c2[nH]1
    -0.69 | i
c1ccc(CCNc2ncnc3scc(C4COc5ccccc5O4)c23)cc1 (stereo unspecified)
    -0.07 | i
Cc1cccc(OCc2nnc(SCC(=O)Nc3ccc(C)c(Cl)c3)o2)c1
    0.46 | i
O=C(c1ccco1)N1CCN(S(=O)(=O)c2ccc(F)cc2)CC1
    -0.1 | i
O=c1c(CN2CCN(c3ccccn3)CC2)coc2ccccc12
    -0.23 | i
CCCCN1CN(S(=O)(=O)c2cccs2)c2nc3ccccc3nc21
    -0.3 | i
C(=N\Nc1ccc2ccccc2n1)/c1ccc2c(c1)OCO2
    0.52 | i
COC1=CC(=O)OC12CCCCC2
    -0.97 | i
Cc1ccc2cc(C(c3nnnn3Cc3ccccc3)N3CCc4ccccc43)c(=O)[nH]c2c1 (stereo unspecified)
    1.9 | i
O=C(N/N=C/c1cc2c(cc1Cl)OCO2)c1cccc(Br)c1
    -0.35 | i
COc1ccccc1CN1C(=NC(=O)CCC2CCCC2)SC2CS(=O)(=O)CC21 (stereo unspecified)
    -1.2 | i
O=C(CSc1nc2cc(Cl)ccc2o1)N1CCOCC1
    0.24 | i
O=C(Nc1cc(S(=O)(=O)N2CCOCC2)ccc1O)c1ccc2c(c1)S(=O)(=O)c1ccccc1C2=O
    -0.86 | i
O=C(Nc1ccncc1)C1COc2ccccc2O1 (stereo unspecified)
    -0.39 | i
Cc1ccc(CNC(=O)C(=O)NCC2OCCN2C(=O)c2ccc(Cl)cc2)cc1 (stereo unspecified)
    0 | i
COc1ccc(CN2C(=O)COc3ccccc32)cc1
    -1.4 | i
CC(C)(C)NC(=S)N/N=C/c1cc(Br)c(O)c(Br)c1
    1 | i
COc1ccccc1-c1cc(-c2cc(Cl)ccc2O)n[nH]1
    0.46 | i
O=C(/C=C/c1cccc(F)c1)c1ccc(N2CCOCC2)cc1
    -1.1 | i
O=C(Nc1ccccc1)Nc1ccc2ccccc2c1
    -1.7 | i
CC(C)C(NC(=O)OCc1ccccc1)C(=O)OCC(=O)N1CCCCC1 (stereo unspecified)
    -0.63 | i
COc1ccc(S(=O)(=O)N2CCC(C)CC2)cc1Br
    -1 | i
COc1cccc(S(=O)(=O)Nc2ccc(C(=O)N3CCCCCC3)cc2)c1
    -0.9 | i
O=C1Nc2ccccc2C1=O
    -1.4 | i
COc1cc(NC(=O)[C@H](C)NC(=O)N2CCn3c2nc2ccccc23)cc(OC)c1
    -0.07 | i
c1coc(CN2CNc3nc4ccccc4n3C2)c1
    -1.2 | i
C/C(=N/NC(=O)CNC(=O)c1cccnc1)c1ccco1
    0.2 | i
CCOC(=O)C1=C(c2cccc(F)c2)NC(=S)NC1C (stereo unspecified)
    0.03 | i
Cc1ccc(C)n1-c1ccccc1N
    1.1 | i

Bioassay records as filed in PubChem.
